# TSHR antag – blocks TSH signaling through the human TSH receptor; P16473; TSHR-expressing cells, TSH-stimulated cAMP HTRF, 2 h; stronger effect = lower value; activity change, negative = inhibition, % at 11.5 µM; actives 0.2% (n = 330,000); AID 504810;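 active means activity change below a set negative limit, meaning inhibition stronger than a set level, cut at about -70% in these data; inconclusive means activity change between two set negative limits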; further: on the % scale 0 is the no-effect control and ±100 the full control effect
#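 Competitive HTRF cAMP read-out (cryptate anti-cAMP antibody, cAMP-d2; 30 min, room temperature) in freshly harvested TSHR cells. Compounds added before TSH at EC80 (4nM final), followed by 2 hours' incubation at 37 deg C.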
# Giardia kill – kills Giardia lamblia | AID 540267 | activity change, % at 7.66 µM, hits read low | Giardia lamblia trophozoite viability | actives 0.15% (n = 340,000); in the data active means activity change below about -80%; inconclusive means between about -30% and that limit;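 further: parasites exposed to compound for two days anaerobically before the ATP read; on the % scale 0 is the no-effect control and ±100 the full control effect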
#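 Giardia trophozoites, 100 cells per well, were exposed to compounds for 48 hrs at 37 deg C under anaerobic conditions; viability was then read as ATP content by bioluminescence after 15-30 min at room temperature.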
# Chronic BCR inh – blocks chronic active B-cell receptor signaling; actives 0.05% (n = 340,000); AID 493014; ABC-DLBCL IkBa-CBG/CBR reporter, luminescence ratio, 4 h; Potency, µM (highest dose often 46.1 µM), for inactives: at the highest dose ratio change, negative = lower green/red ratio, actives largely listed as inhibitors; active means well fitted inhibition curve with a large enough effect in the signal ratio, with a control signal flat, not every such curve was filed as active; inconclusive means small, poorly fitted or top-dose-only effect, or effect the other way, or a change in a side signal; the % refers to the signal ratio;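 further: potency means the concentration at half of the fitted maximal effect; plate controls were basal doxycycline-induced cells for no effect and cells given 10 µM MG132 for full effect; MG132 reads +100%, hits lower the ratio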
#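 Cell line TMD8 (human ABC DLBCL), stably expressing tet-inducible CBG68-IkBa fusion and CBR; IMDM/0.5% FBS; cpd up to 46 uM; dox induction, 4 h, 37C/5% CO2; dual luminescence; green/red ratio; MG132 control.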
# GALK inh – galactokinase (human) inhibition. Potency, µM (highest dose often 57.5 µM), inactives show at the top dose activity change, negative = inhibition, hits mostly inhibitors. P51570. Purified GALK, Kinase-Glo residual ATP luminescence. actives 0.007% (n = 270,000); further: potency means the concentration at half of the fitted maximal effect; on the % scale 0 is the no-effect control and ±100 the full control effect
#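 Kinase-Glo Plus luminescence measured ATP left after a 1 h room-temperature reaction. The reaction used 5 nM GALK, 100 uM galactose and 35 uM ATP at pH 8.0 (20 mM HEPES, 5 mM MgCl2, 60 mM NaCl, 1 mM DTT, 0.01% BSA).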
# Tb PFK inh – T. brucei PFK enzyme inhibition; O15648; T. brucei PFK, ADP-Glo luminescence; actives 0.17% (n = 330,000); Potency, µM (titrated, usually from 57.5 µM), for the others: at the highest dose activity, negative = inhibition, actives largely listed as inhibitors;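 further: potency means the concentration at half of the fitted maximal effect; 0% = uninhibited 1x PFK enzyme wells and -100% = no-enzyme wells; nearly all actives have a fitted effect of over 60% in size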
#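 1.25 nM PFK with 0.5 mM F6P and 0.1 mM ATP in 0.1 M TEA pH 8.0, 5 mM MgCl2, incubated 45 min at room temperature; ADP measured by ADP-Glo luminescence; compounds titrated up to 57 uM.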
# CXXC DNA block – inhibitors of human MLL CXXC domain-DNA interaction. Potency, µM (series often up to 115 µM), for inactives: top-dose activity change, negative = inhibition, most hits filed as inhibitors. MLL-CXXC / FITC-HOXA9 DNA fluorescence polarization. actives 0.037% (n = 290,000); active means well fitted inhibition curve with a large enough effect in the polarisation, with a control signal flat, not every such curve was filed as active; inconclusive means small, poorly fitted or top-dose-only effect, or effect the other way, or a change in a side signal; inactive means no such curve, though single readings can be large or run the other way; the % refers to the polarisation; further: potency means the concentration at half of the fitted maximal effect
#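 Fluorescence polarization: 7 uM MLL-CXXC (stock) preincubated 5 min with compounds, then 50 nM fluorescein-HOX-A9 DNA (stock) added; 30 min ambient. Buffer 50 mM Tris-HCl pH 7.5, 50 mM NaCl, 1 mM DTT, 0.05% BSA.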
# AT treatment – potential ataxia-telangiectasia treatments restoring KAP-1 phosphorylation; […] A-T fibroblasts, KAP-1 phosphorylation AlphaLISA; neocarzinostatin DNA damage 30 min before lysis; Potency, µM (titrated, usually from 57.5 µM), for inactives: at the top dose activation, usual class: activators; actives 0.19% (n = 320,000); AID 485349; further: potency means the concentration at half of the fitted maximal effect; % of control where 0% means no effect; nearly all actives have a fitted effect of over 45% in size
#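 ATM-like activity read as KAP-1 phosphorylation via AlphaLISA donor/acceptor antibody pairs after lysis and 6 hr at 25C. Cells were ATM-null patient fibroblasts ([…], hTERT), dosed 60 min, then exposed to the DSB inducer NCS for 30 min.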
# FBPA coupling cs – coupling enzyme interference in Giardia aldolase counter-screen; coupling enzyme system counterscreen, AmpLite Red fluorescence; activity change, negative = inhibition, % at 58.2 µM, hits read low; actives 0.67% (n = 290,000); AID 2472; in the data active means activity change below about -30%; further: on the % scale 0 is the no-effect control and ±100 the full control effect
#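 Counterscreen lacking aldolase: glyceraldehyde-3-phosphate coupling-enzyme reagent preincubated 10 min at RT with compound (at 57.5 uM final), then substrate/coupling system with AmpLite Red added; fluorescence read at 525/598 nm after 20 min RT.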
# TCR act – activators of T cell receptors | primary human leukocytes, anti-CD3, IL-2 HTRF, 48 h | Potency, µM (highest dose often 9.22 µM), for inactives: at the highest dose activation of IL-2 secretion, usual class: activators | 330,000 tested, under 10 active; further: % of control where 0% means no effect
#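 Primary human leukocytes incubated 48 hr with anti-CD3 beads plus compound, without co-stimulation. Secreted IL-2 measured by HTRF (europium cryptate/d2 anti-IL-2 pair, 320 nm excitation, 665 nm emission).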
# hERG WT inh – KCNH2 (human, wildtype) channel inhibition. Q12809. U2OS, BacMam KCNH2, thallium flux FluxOr; stronger effect = lower value. activity change, % at 1.84 µM. actives 0.37% (n = 340,000);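 active means maximum activity change below -70%; inconclusive means maximum activity change between -70% and -50%; inactive means maximum activity change above -50%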; further: on the % scale 0 is the no-effect control and ±100 the full control effect
# Target sequence (Q12809 whole entry, looked up): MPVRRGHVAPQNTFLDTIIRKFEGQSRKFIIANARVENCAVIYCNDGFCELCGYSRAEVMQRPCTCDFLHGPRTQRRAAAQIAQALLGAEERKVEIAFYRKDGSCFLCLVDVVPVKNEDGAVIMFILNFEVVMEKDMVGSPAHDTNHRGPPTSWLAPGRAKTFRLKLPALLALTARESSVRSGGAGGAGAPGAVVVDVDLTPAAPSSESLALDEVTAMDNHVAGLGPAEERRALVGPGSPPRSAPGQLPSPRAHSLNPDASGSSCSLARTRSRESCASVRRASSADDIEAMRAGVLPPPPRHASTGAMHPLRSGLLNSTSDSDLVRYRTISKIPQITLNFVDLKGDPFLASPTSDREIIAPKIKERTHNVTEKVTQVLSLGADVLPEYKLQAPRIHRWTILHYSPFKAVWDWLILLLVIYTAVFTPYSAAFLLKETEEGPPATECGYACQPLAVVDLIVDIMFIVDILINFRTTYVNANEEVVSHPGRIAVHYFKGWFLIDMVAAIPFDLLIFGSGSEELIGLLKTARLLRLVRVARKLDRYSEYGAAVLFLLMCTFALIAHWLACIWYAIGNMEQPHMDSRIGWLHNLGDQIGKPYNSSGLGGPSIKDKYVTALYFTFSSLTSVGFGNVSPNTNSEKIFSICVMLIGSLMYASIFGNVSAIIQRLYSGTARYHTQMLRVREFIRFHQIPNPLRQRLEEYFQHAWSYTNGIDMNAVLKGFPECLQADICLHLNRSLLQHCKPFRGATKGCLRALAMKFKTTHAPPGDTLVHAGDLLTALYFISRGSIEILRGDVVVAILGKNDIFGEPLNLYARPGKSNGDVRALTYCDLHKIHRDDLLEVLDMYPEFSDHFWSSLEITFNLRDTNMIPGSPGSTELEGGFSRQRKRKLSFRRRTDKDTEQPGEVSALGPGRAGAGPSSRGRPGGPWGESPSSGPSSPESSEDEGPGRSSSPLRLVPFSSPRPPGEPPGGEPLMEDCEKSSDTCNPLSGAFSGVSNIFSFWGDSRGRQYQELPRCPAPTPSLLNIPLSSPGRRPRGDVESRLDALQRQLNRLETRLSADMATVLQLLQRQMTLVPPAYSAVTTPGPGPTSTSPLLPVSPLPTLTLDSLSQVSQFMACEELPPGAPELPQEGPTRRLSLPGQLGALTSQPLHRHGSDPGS
#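 U2OS cells were transduced with wild-type KCNH2 virus (2.03 x 10^8 / mL) for 4 h at room temperature, then cultured overnight at 37 C. Thallium flux was read with FluxOr dye. Rate constants were normalized to DMSO controls.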
# * marks the source's active call; other numbers are inactive results; ? = inconclusive; nt = not tested or not shown; & = joins results of further samples; [ ] = dose if it differs, or a comment. Unless noted, the call rests on the fitted dose curve; in most records, active means well fitted curve in the direction sought with a large enough effect; inconclusive means small, poorly fitted or top-dose-only effect, or another doubt; inactive means no such curve, though single readings can be large; an effect the other way counts as inactive or inconclusive.
SMILES,TSHR antag,Giardia kill,Chronic BCR inh,GALK inh,Tb PFK inh,CXXC DNA block,AT treatment,FBPA coupling cs,TCR act,hERG WT inh
CCc1nnc(NS(=O)(=O)c2ccc(NC(=S)NC(=O)c3ccccc3)cc2)s1,-9.6,4.5,?,-0.1%,0.0%,36.9%[activator],3.2%,0.9,-0.6%[46.1 µM],5.7
N#CC1(c2ccccc2)CCCN1C(=O)c1ccccc1Cl (stereo not drawn),-3.8,8.3,?,-0.5%,0.4%,3.1%,3.7%,-0.6,0.2%,-1.5
C=CCn1c(SC(C)C(=O)NCc2ccc3c(c2)OCO3)nnc1C1CCCCC1 (stereo not drawn),28.2,14.8,?,2.4%,1.2%,-15.2%,nt,0.0,-2.0%,-6.3
COc1cccc(CN(C)C(=S)Nc2cccc(C)c2)c1,-1.3,-0.8,0.4%,1.6%,3.7%,0.3%,1.4%,0.9,2.3%,-8.2
COc1cc(/C=N/NC(=O)c2ccc(COc3ccccc3Cl)o2)cc(Br)c1O,-18.6,8.8,-4.9%,1.0%,?,-8.5%,-0.3%,-0.4,-3.2%[46.1 µM],14.5
CCOC(=O)c1c(C)[nH]c(/C(C)=N/O)c1C,38.6,0.7,0.5%,1.1%,-0.8%,-2.1%,-6.4%,-0.7,-8.1%,-14.7
CC1=NN(c2ccccc2)C(=O)C1C(=O)c1cc([N+](=O)[O-])cc([N+](=O)[O-])c1 (stereo not drawn),14.8,5.2,?,-2.1%,7.4%,9.6%,-6.0%,7.5,-3.5%,-8.5
c1ccc2c(C3CCO3)cccc2c1 (stereo not drawn),27.0,12.0,1.7%,nt,-2.7%,nt,2.7%,nt,7.6%,7.0
COc1ccccc1N1CCN(Cc2c[nH]c3ccccc23)CC1,0.2,?,-15.4%,-1.6%,0.5%,-6.1%,-0.5%,-1.4,-1.3%,34.6
CC[C@H](NC(=O)c1c(C)c(-c2ccccc2)nc2ccccc12)c1ccccc1,19.4&20.0,-15.1,-0.9%,4.0%,0.6%,?,-56.8%[inhibitor],-1.7&2.1,1.9%,6.9
O=C(COC(=O)c1cc([N+](=O)[O-])ccc1N1CCOCC1)Nc1ccc(Cl)cc1,-10.9,-22.9,?,-11.0%,2.7%,8.5%,5.1%,nt,-13.9%,4.0
CCOC(=O)C1=C(C)NC(=O)NC1c1ccc(OC(=O)c2ccco2)c(OC)c1 (stereo not drawn),2.9,-8.6,-5.6%,3.4%,-4.3%,27.5%,0.9%,-0.5,1.1%,-13.3
Cc1cc(OC(=O)c2ccc(Cl)cc2Cl)c([N+](=O)[O-])c(=O)[nH]1,-2.0,-17.0,-2.1%,nt,-4.9%,-0.4%,1.4%,-2.6,-3.1%,-16.4
Cc1ccc(NC(=O)c2cccc(Oc3ccc([N+](=O)[O-])cc3)c2)c(C(=O)O)c1,-14.0,2.2,?,-6.7%,1.4%,-20.6%,-1.8%,-1.8,nt,1.7
N#C/C(=N\Nc1cccc(C(F)(F)F)c1)C(=O)c1ccsc1,-26.1,5.6,?,-5.4%,14.2%,19.6%,-6.6%,0.5,-2.5%,-9.8
COc1cc(NC(=O)c2cccs2)c(C(=O)OCC(=O)NCc2ccccc2)cc1OC,1.3,-0.1,16.7%,3.1%,2.7%,18.2%,nt,4.0,-26.3%,-9.8
CCCCNC(=O)C1CCN(S(=O)(=O)c2c(C)noc2/C=C\c2ccc(OC)cc2)CC1,15.6,16.5,-1.1%,-0.2%,-1.2%,2.9%,19.7%,-8.6,-8.2%,1.5
CCc1ccc(OCc2n[nH]c(=S)n2C(C)CCCC(C)C)cc1 (stereo not drawn),-14.2,2.7,?,0.7%,0.6%,-10.2%,-26.9%,-4.9,-4.7%,3.7
Cc1ccccc1Nc1nnc(SCc2cc(=O)n3ccsc3n2)s1,-3.4,-1.0,?,nt,-3.1%,2.6%,10.7%,-21.4,5.5%,-10.3
CNC(=O)CSc1nnnn1-c1ccc(C)cc1C,11.1,-2.7,-9.0%,0.5%,3.6%,2.0%,-2.7%,5.3,5.0%,-1.4
Cc1ccc(CN(Cc2ccco2)C(=S)NCC(=O)NCc2cccnc2)cc1,6.9,1.1,?,-1.4%,-5.5%,9.7%,-2.8%,-5.5,-3.0%,2.0
Cc1ccccc1OC(C)C(=O)NC1CCCC1 (stereo not drawn),3.8,-2.8,?,-2.8%,-0.4%,5.4%,-0.9%,6.4,-1.2%,0.5
COc1ccc(NC(=O)CSc2nc3ccccc3c(=O)n2CCNC(C)=O)c(OC)c1,4.0,-3.6,6.4%,-0.9%,-5.9%,-0.1%,2.9%,4.8,-7.5%,-12.7
O=C1c2ccccc2C(O)N1Cc1ccccc1Cl (stereo not drawn),-6.2,-8.2,?,-0.9%,3.9%,11.7%,13.2%,2.8,7.0%[46.1 µM],23.3
CCC1CCCCN1C(=O)c1ccc(OC)c(OC2CCN(C(C)=O)CC2)c1 (stereo not drawn),-11.4,5.8,-0.3%,-3.0%,-1.7%,-6.4%,-3.1%,-1.3,1.4%,0.3
COC(=O)NCCOC(=O)N(O)c1ccc(Br)cc1,1.2,4.4,?,1.0%,1.8%,-1.8%,-1.5%,0.1,-1.0%,-15.8
COc1ccc(NC(=O)[C@H](CCS(C)(=O)=O)N2Cc3ccccc3C2=O)c(OC)c1,-10.0,-7.0,7.3%,1.6%,-1.0%,-12.0%,-6.4%,-0.9,-6.3%,0.4
CSc1nc2nc(-c3cccs3)cc(C(F)(F)F)c2c(=O)[nH]1,4.5,10.1,-0.1%,9.8%,1.2%,-8.2%,7.4%,0.9,-0.4%,1.2
c1ccc(CNc2ccc(N3CCOCC3)cc2)cc1,-17.5,-0.9,?,nt,3.2%,nt,-9.0%,nt,2.1%,nt
O=C(CSc1ccc([N+](=O)[O-])cn1)Nc1ccccc1N1CCOCC1,8.3,11.8,-11.4%,5.6%,0.3%,-0.3%,1.8%,nt,-3.7%,3.9
Cc1cc2nccc(-c3ccc(Cl)c([N+](=O)[O-])c3)n2n1,-3.8,2.5,4.0%,1.4%,-6.8%,7.6%,-12.7%,0.0,3.8%,-1.2
CCN(C[C@H]1N[C@@](Cc2ccccc2)(C(=O)OC)[C@H]2C(=O)N(C)C(=O)[C@@H]12)C(=O)NC(C)C,-11.0,20.6,0.0%,nt,2.5%,nt,7.3%,nt,2.0%,3.5
Cc1ccc(NC(=O)COC(=O)c2c(-c3ccccc3)noc2C)c(C)c1,-25.2,7.9,?,nt,1.0%,nt,19.3%,nt,0.3%,-1.1
COc1ccc(C2=NO[C@@H]3[C@@H]4C[C@@H]([C@H]5C(=O)N(C)C(=O)[C@@H]45)[C@H]23)c(OC)c1,-0.4,-9.9,-20.3%,9.2%,5.8%,-4.2%,-2.2%,0.3,-4.8%,0.6
CCN1CCN(C(=O)c2ccc(COc3ccc(Cl)cc3)o2)CC1,13.1,-23.8,-0.6%,0.4%,-2.0%,-5.9%,1.2%,nt,-2.4%,16.2
CC(C)=CCC/C(C)=C/CNC(=O)C[C@H]1C[C@H](C(=O)N2CCCCC2)[C@@]2(C)c3[nH]c4cc(CCC(=O)N(C)C)ccc4c3CCN2C1=O,-13.6,3.3,-3.4%,nt,0.2%,nt,-0.9%,nt,3.9%[46.1 µM],12.9
Cc1cccc(NC(=O)/C(=C\c2cccs2)NC(=O)c2ccccc2)c1,4.0,-4.5,-1.8%,-0.1%,-2.3%,16.4%,-18.1%,0.9,0.0%,-16.0
CC1CCCCC1NC(=O)c1ccc(CNc2c(N3CCCC3)c(=O)c2=O)cc1 (stereo not drawn),-1.1,-11.3,7.6%,1.3%,-2.3%,11.4%,2.5%,3.8,-0.1%,-9.3
O=C1OC(=O)C2C1[C@@H]1CC[C@H]2O1 (stereo partly drawn),-4.5,13.9,?,-4.5%,-0.3%,0.5%,-4.6%,2.2,2.0%,-2.6
CCOc1ccc(NC(=O)CN(C)C(=O)Cn2c(=O)oc3ccccc32)cc1OCC,4.1,3.1,-0.3%,nt,18.4%,nt,5.4%,nt,4.4%,-15.9
CC(NCc1ccc(N(C)C)cc1)C1CC2CCC1C2 (stereo not drawn),2.5,-18.8,8.6%,0.0%,3.2%,5.0%,-7.8%,-2.6,3.7%,3.4
CC(=O)Nc1ccc(S(=O)(=O)NCCSCc2c(Cl)cccc2Cl)cc1,-9.3,17.5,?,0.5%,-4.9%,-7.8%,-0.1%,2.2,-0.3%,5.7

# Bioassay records: PubChem, National Center for Advancing Translational Sciences (NCATS)

# Rows are unselected; any-hit rate near 1.6%.
